BoNT-F LC inh – inhibitors of Botulinum neurotoxin F light chain protease; Multiplex microsphere protease cleavage assay, flow cytometry; inhibition, % at 10 µM; 360,000 tested, 0.22% active; AID 588497; in the data active = inhibition above about 35%, passing the limit was not always enough; inconclusive = no clear call, values can overlap the other calls; note: plate controls were buffer without enzyme for full effect and enzyme alone for no effect
FadD28 FP inh – M. tuberculosis FadD28 bisubstrate binding inhibition; FadD28 bisubstrate probe binding, fluorescence polarization; inhibition, % at 12.5 µM; 360,000 tested, 0.22% active; in the data active = inhibition above about 8.5%, passing the limit was not always enough; inconclusive = no clear call, values can overlap the other calls
GDH-TPI counter – inhibits GDH-TPI coupling enzymes, artifact for Mtb FBA screen; inhibition, % at 4.8 µM; GDH-TPI coupled enzyme counterscreen, NADH absorbance; 360,000 tested, 1.2% active;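 note: 0% = DMSO wells and 100% = wells lacking the enzyme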
BoNT A protease – blocks Botulinum neurotoxin A light chain protease; inhibition, % at 10 µM; 360,000 tested, 0.17% active; multiplex microsphere protease substrate cleavage, flow cytometry; AID 588499; in the data active = inhibition above about 30%; inconclusive = no clear call, values can overlap the other calls; note: plate controls were buffer without enzyme for full effect and enzyme alone for no effect
Mtb UGM inh – inhibitors of M. tuberculosis UDP-galactopyranose mutase. AID 504406. inhibition, % at 10 µM. purified UGM, fluorescence polarization probe displacement. P9WIQ1. 320,000 tested, 0.06% active; in the data active = inhibition above about 10%, passing the limit was not always enough; inconclusive = no clear call, values can overlap the other calls
Target sequence (P9WIQ1 whole entry, looked up): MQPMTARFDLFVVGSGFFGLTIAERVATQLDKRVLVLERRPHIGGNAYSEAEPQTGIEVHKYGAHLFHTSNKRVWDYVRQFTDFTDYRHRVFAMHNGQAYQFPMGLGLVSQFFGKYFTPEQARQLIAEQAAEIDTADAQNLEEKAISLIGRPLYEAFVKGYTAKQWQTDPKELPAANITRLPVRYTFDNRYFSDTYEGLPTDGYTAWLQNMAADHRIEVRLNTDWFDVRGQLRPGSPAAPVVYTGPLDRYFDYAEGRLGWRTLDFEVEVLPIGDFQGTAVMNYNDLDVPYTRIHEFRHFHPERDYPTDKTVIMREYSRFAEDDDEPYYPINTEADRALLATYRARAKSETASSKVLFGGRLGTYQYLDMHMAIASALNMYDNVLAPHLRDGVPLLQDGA
Mtb FBA inh – inhibitors of M. tuberculosis fructose-bisphosphate aldolase. P9WQA3. purified M. tuberculosis FBA, fluorescence read-out. inhibition, % at 1 µM. 360,000 tested, 2.3% active; in the data active = inhibition above about 27%;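 note: 0% = vehicle and 100% = reference inhibitor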
Target sequence (P9WQA3 whole entry, looked up): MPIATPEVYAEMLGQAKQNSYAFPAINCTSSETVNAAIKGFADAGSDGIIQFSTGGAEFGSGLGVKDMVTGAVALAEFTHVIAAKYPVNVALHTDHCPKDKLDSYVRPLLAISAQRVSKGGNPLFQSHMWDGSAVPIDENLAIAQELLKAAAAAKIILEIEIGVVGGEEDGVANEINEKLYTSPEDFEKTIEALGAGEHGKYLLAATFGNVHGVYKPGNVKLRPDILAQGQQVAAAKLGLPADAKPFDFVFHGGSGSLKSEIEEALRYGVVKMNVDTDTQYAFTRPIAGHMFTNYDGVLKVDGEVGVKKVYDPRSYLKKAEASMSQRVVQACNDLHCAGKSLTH
PrPC TRFRET – inhibitors of human cell surface prion protein PrPC | TR-FRET read-out | P04156 | AID 720596 | 370,000 tested, 0.43% active | inhibition, % at 13.8 µM; in the data active = inhibition above about 24%; note: 0% = median of the test wells and 100% = reference compound wells
CCHFV vOTU inh – blocks the CCHF virus ovarian tumor domain protease; CCHFV vOTU protease, Pep-AMC fluorescence; AID 651958; inhibition, % at 11.5 µM; 370,000 tested, 0.55% active; note: 0% = vehicle wells with enzyme and 100% = no enzyme wells
BioA inh – blocks M. tuberculosis BioA enzyme activity; 360,000 tested, 0.096% active; purified M. tuberculosis BioA enzyme, plate reader; inhibition, % at 9.99 µM; in the data active = inhibition above about 40%; inconclusive = no clear call, values can overlap the other calls
The depositor's hits bear a star; ? = inconclusive; · = not tested or not shown; & = joins results of further samples. Cut-off read from the data, not from the text of the source, unless noted: active = inhibition above about 30%; inactive = the rest.

SMILES	BoNT-F LC inh	FadD28 FP inh	GDH-TPI counter	BoNT A protease	Mtb UGM inh	Mtb FBA inh	PrPC TRFRET	CCHFV vOTU inh	BioA inh
Cc1cc(N2CCN(S(=O)(=O)c3ccc(C)c(C)c3)CC2)c2ccccc2n1	0	-4.0	-4	1.2	-2.6	2	·	·	-0.9
COC(=O)C1=C(c2ccc(F)cc2F)C[C@@H]2CC[C@H]1N2C(=O)NCCNC(C)=O	-7	-0.1	-1	-0.3	4.1	2	·	·	-1.2
COc1ccc(NC(=O)COC(=O)CCc2nc3ccccc3c(=O)[nH]2)cc1Cl	-5	-1.3	3	-4.0	-2.3	1	-3	-6	-1.4
CCOC(=O)c1oc2cc(OCC(=O)OC)ccc2c(=O)c1-c1ccc(OC)c(OC)c1	2	1.6	2	0.1	2.7	-1	1	5	-1.4
OCCNC(=S)Nc1cc(Cl)cc(Cl)c1	5	-5.8	-16	-0.1	6.8	1	-1	-2	·
O=C(Nc1nnc(Cc2ccccc2)s1)c1cnccn1	6	-0.6	10	-1.6	-0.2	3	5	-4	·
COc1ccc(/C=N/n2c(C)nc3c([nH]c4ccccc43)c2=O)cc1CN1CCCC(C)(C)C1	-2	-1.3	2	-0.5	0.3	1	0	-3	-4.1
Cc1ccc(S(=O)(=O)N2C[C@]3(O)C[C@@H]4C(=O)N(c5ccccc5)C(=O)[C@@H]4C[C@]3(OC(=O)Nc3cccs3)C2)cc1	1	-0.1	11	0.5	·	1	6	28	-0.5
CCCC12CN3CCN(CC(C3)/C1=N\NC(=O)Nc1ccccc1)C2	-18	0.4	-8	-1.0	-1.1	3	-2	4	·
Cc1csc(NC(=O)C2=NN(c3ccccc3)C(=O)CC2)n1	-10	-3.3	1	-1.9	2.5	-1	-3	3	·
Cc1ccc(S(=O)(=O)N2CCCCC2)cc1NC(=O)C1CC1	?	-0.1	5	-2.2	-1.9	4	0	-15	0.9
CCOC(=O)c1[nH]c(C)c(C(=O)Nc2ccc(C)c(F)c2)c1C	3	0.1	-5	0.0	-5.3	2	·	·	·
CCSc1nnc(CNC(=O)c2ccccc2F)n1-c1ccccc1OC	6	-3.1	-4	-0.4	2.5	2	-1	0	-0.8
c1ccc(-c2nnc(SCc3nnc(-c4cccs4)o3)o2)cc1	-1	-3.9	4	-0.2	-0.1	2	3	5	·
C/C(=N\NS(=O)(=O)c1ccc(C)c([N+](=O)[O-])c1)c1cc2ccccc2o1	-5	-0.3	41*	-1.4	0.3	-3	-4	-1	1.5
CN(CC(=O)NC1CCN(Cc2ccccc2)CC1)S(=O)(=O)c1ccc(Br)s1	8	-1.1	5	1.9	0.9	0	-2	-1	-0.4
O=S(=O)(NC1CCCC1)c1ccccc1Br	1	0.0	9	-0.3	-0.7	2	0	18	-2.7
CC12CCC(=O)N1C(C(=O)Nc1cc(C(F)(F)F)ccc1N1CCOCC1)CS2 (stereo not drawn)	-12	-0.7	-12	-5.7	1.9	0	-7	-7	·
Cc1cc(C)c2c(N)c(C(=O)N3CCCCCC3)sc2n1	-4	-1.2	2	-0.2	0.5	2	-5	7	-0.3
Cc1ccc(/C=N/NC(=O)c2cc(-c3ccccc3)nc3ccccc23)o1	-2	-9.3	22	0.3	-2.1	-1	2	23	1.8
Nn1cnnc1N/N=C\c1ccc(-c2ccccc2[N+](=O)[O-])o1	-10	-2.2	-10	0.0	·	-18	-9	97*	-1.5
Cn1cc(S(=O)(=O)N2CCCC2)cc1C(=O)N1CCN(c2cccc(Cl)c2)CC1	8	-1.5	7	0.3	-2.2	0	10	7	1.1
COc1ccc(S(=O)(=O)N2CCc3ccccc3C2)cc1	4	-1.3	-5	0.1	1.7	1	5	-7	·
CC(C)CC(NC(=O)CCl)c1ccccc1 (stereo not drawn)	-3	0.3	4	0.4	2.2	0	1	0	-0.8
O=C(c1ccccc1)c1cccc[n+]1[O-]	-11	-1.1	-9	-3.8	-4.1	2	-5	-6	0.8
Cc1sc(NC(=O)C2CC(=O)N(Cc3ccco3)C2)nc1-c1ccccc1 (stereo not drawn)	-2	-3.6	6	-0.1	·	2	-3	1	0.0
CCOC(=O)C1(CCc2ccccc2)CCN(Cc2ccccn2)CC1	-7	-0.8	0	-2.4	-5.3	10	10	14	·
CC(C)(C)c1nc(SCC(=O)N2CC(=O)Nc3ccccc32)c2ccccc2n1	1	-1.0	-3	0.3	-1.2	-1	0	-3	·
CN(C)C(=O)c1ccc(-c2n[nH]c(=O)c3ccccc23)cc1	-1	-1.2	0	-0.3	-1.2	5	7	4	·
Cc1[nH]n(-c2ccc(Cl)cc2)c(=O)c1C=Nc1ccc(S(=O)(=O)N2CCOCC2)cc1	-4	?	10	-0.2	-0.7	4	10	13	0.1
Clc1ccc(CNc2ccc(CNc3ncn[nH]3)cc2)c(Cl)c1	-4	-0.4	1	0.4	0.7	2	7	0	·
CCN(CC)S(=O)(=O)c1ccc(N2CCN(S(=O)(=O)c3ccccc3C#N)CC2)nc1	1	-0.1	4	-0.5	·	7	11	-1	0.0
COc1ccc(CN2C(=O)NC(=O)/C(=C\c3ccc(OC)c(OC)c3OC)C2=O)cc1	-4	-2.8	-11	0.1	-0.3	0	0	9	1.7
CCCCn1c(N)c(N(CCC(C)C)C(=O)c2cc(S(=O)(=O)N3CCOCC3)ccc2F)c(=O)[nH]c1=O	8	-2.5	2	4.3	-2.8	3	-5	-8	0.2
CCc1ccc(N/C(N)=N/c2nc(CSc3ccccn3)cc(=O)[nH]2)cc1	-6	-3.7	-5	-1.1	-2.4	1	5	5	-2.6
COCCn1nnnc1C(C(C)C)N(Cc1cccnc1)Cc1cc2cc(OC)ccc2[nH]c1=O (stereo not drawn)	-11	-2.8	17	1.9	-2.4	14	7	5	-0.1
COc1ccccc1N1CCN(C(=O)c2ccc(S(=O)(=O)N3CCCCC3)cc2)CC1	4	-0.6	5	0.6	-0.7	-2	-6	8	0.4
O=C(COC(=O)c1ccc(F)c(S(=O)(=O)N2CCOCC2)c1)NCc1ccccc1	2	-2.7	-4	-0.4	-2.1	-3	11	-7	-2.0
Cc1cccc(OS(=O)(=O)NC(=O)OCC2CCCN3CCCCC23)c1 (stereo not drawn)	-2	-2.8	-5	0.4	-2.3	-7	1	5	0.4
C[C@H](CO)N1C[C@H](C)[C@@H](CN(C)C(=O)Nc2ccc3c(c2)OCO3)Oc2ccc(NC(=O)Cn3cnnn3)cc2C1=O	-4	0.1	4	-0.3	-1.0	1	2	7	1.8&2.6
Cn1c(NC(=O)c2ccco2)c(-c2ccccc2Cl)c(=O)c2ccccc21	-2	-0.4	5	-0.4	-2.7	2	-4	-2	-0.6
O=C(Cc1c(Cl)cccc1Cl)Nc1cccnc1	-3	-4.8	-7	-0.9	3.3	0	4	-6	·
Cn1ccnc1SCC(=O)Nc1ccc(Br)cc1C(F)(F)F	-2	-4.1	-3	-1.3	-2.5	-1	·	·	-0.9
CC(C)CCNC(=O)[C@@H](NC(=O)c1c(F)cccc1F)C(C)C	-18	0.6	11	-5.9	-1.7	-1	-6	-6	0.4
COc1cccc(-c2nnc(SCC(=O)Nc3ccc(OC)c(OC)c3)n2N)c1	-4	-1.4	6	-1.5	0.0	1	4	-1	·
COC(=O)C(C(=O)Nc1cc(C)on1)C1CCCCCC1 (stereo not drawn)	-8	-4.7	-14	-0.1	-2.1	2	7	-2	-0.4
COc1cc(C(=O)NCc2ccccc2Cl)ccc1OCC(=O)N1CCOCC1	-5	-0.3	1	-2.4	·	3	8	-8	0.4
CS(=O)(=O)OCCCCOS(C)(=O)=O	0	-4.4	-2	-0.7	0.2	-1	-1	-1	-1.2
Cc1ccc(NC(=O)CSc2nc3ccccc3c(=O)n2CCCN2CCCCC2)cc1Cl	7	-3.6	3	0.1	0.3	2	-19	-3	-0.9
COc1cccc(C2C(C(C)=O)=C(O)C(=O)N2CCc2c[nH]c3ccccc23)c1 (stereo not drawn)	-8	-2.3	4	0.0	2.1	-8	-1	18	3.8
CCc1c(C(=O)N/N=C/c2sccc2C)nnn1-c1nonc1N	-4	0.5	28	-1.4	0.1	0	3	-7	-3.0
Cc1ccc(NCc2ccccc2O)cc1C	3	-2.0	-4	-1.2	3.1	-3	6	-1	3.3
CC(=O)N1CCN(CCN=CC2=C(O)CC(c3ccc(Cl)cc3)CC2=O)CC1 (stereo not drawn)	3	-1.3	12	0.3	1.7	-4	5	16	-1.1
Cc1cc(C(=O)OCC(=O)NC2CC2)c2ccccc2n1	-9	-1.6	6	-0.6	1.9	6	2	-8	-1.4
C#CCN(Cc1ccco1)C(=O)c1cc(COc2cccc3cccnc23)on1	-2	-3.9	-2	0.0	·	-2	-9	-4	-0.7
CN(C(=O)CSc1nc2ccccc2c(=O)n1-c1ccccc1Cl)C1CCS(=O)(=O)C1 (stereo not drawn)	-6	-1.8	9	-0.3	-3.5	1	-2	9	50*
CCOc1cc(/C=N/NC(=O)c2ccc(NC(=O)C3CC3)cc2)ccc1O	-6	-4.1	19	-1.1	1.1	-2	5	23	-0.7
Cc1nn(-c2ccc(N3CCOCC3)nn2)c(C)c1CCC(=O)Nc1ccc(F)cc1	7	-3.0	-15	0.1	1.7	0	5	0	-0.7
Cn1nc(-c2ccccc2)c2ncc(C(F)(F)F)cc21	7	-0.7	6	0.4	-5.8	28*	·	·	·
CC(C)C1C(=O)N(Cc2cn(CC3CCCCC3)nn2)CCS(=O)(=O)N1Cc1ccc(-c2ccncc2)cc1 (stereo not drawn)	-3	-4.1	2	-0.6	·	-4	6	0	1.8
COC(=O)[C@H](CCSC)NC(=O)NC1CC1	8	0.4	0	0.1	-2.7	-1	10	-6	·

Of the compounds above, these contain an aryl thioether with sulfur outside any ring:
SMILES	BoNT-F LC inh	FadD28 FP inh	GDH-TPI counter	BoNT A protease	Mtb UGM inh	Mtb FBA inh	PrPC TRFRET	CCHFV vOTU inh	BioA inh
CCSc1nnc(CNC(=O)c2ccccc2F)n1-c1ccccc1OC	6	-3.1	-4	-0.4	2.5	2	-1	0	-0.8
c1ccc(-c2nnc(SCc3nnc(-c4cccs4)o3)o2)cc1	-1	-3.9	4	-0.2	-0.1	2	3	5	·
CC(C)(C)c1nc(SCC(=O)N2CC(=O)Nc3ccccc32)c2ccccc2n1	1	-1.0	-3	0.3	-1.2	-1	0	-3	·
CCc1ccc(N/C(N)=N/c2nc(CSc3ccccn3)cc(=O)[nH]2)cc1	-6	-3.7	-5	-1.1	-2.4	1	5	5	-2.6
Cn1ccnc1SCC(=O)Nc1ccc(Br)cc1C(F)(F)F	-2	-4.1	-3	-1.3	-2.5	-1	·	·	-0.9
COc1cccc(-c2nnc(SCC(=O)Nc3ccc(OC)c(OC)c3)n2N)c1	-4	-1.4	6	-1.5	0.0	1	4	-1	·
Cc1ccc(NC(=O)CSc2nc3ccccc3c(=O)n2CCCN2CCCCC2)cc1Cl	7	-3.6	3	0.1	0.3	2	-19	-3	-0.9
CN(C(=O)CSc1nc2ccccc2c(=O)n1-c1ccccc1Cl)C1CCS(=O)(=O)C1 (stereo not drawn)	-6	-1.8	9	-0.3	-3.5	1	-2	9	50*

Compound activity as filed in PubChem.
